From PubChem BioAssay
ASAP1 inh: inhibitors of human ASAP1 ArfGAP activity, primary screen, biochemical, fluorescence polarization; Arf-GAP with SH3 domain, ANK repeat and PH domain-containing protein 1 (Homo sapiens), …; ASAP1-stimulated ARF1 GTP hydrolysis, GDP FP detection; inhibition, % at 16.5 µM; 0.19% of 360,000 active; AID 624377, 2012; in the data active means inhibition above about 25%;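 further: 0% = vehicle with enzyme and substrate and 100% = no enzyme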
Target sequence (Q9ULH1 325-724 limits assumed): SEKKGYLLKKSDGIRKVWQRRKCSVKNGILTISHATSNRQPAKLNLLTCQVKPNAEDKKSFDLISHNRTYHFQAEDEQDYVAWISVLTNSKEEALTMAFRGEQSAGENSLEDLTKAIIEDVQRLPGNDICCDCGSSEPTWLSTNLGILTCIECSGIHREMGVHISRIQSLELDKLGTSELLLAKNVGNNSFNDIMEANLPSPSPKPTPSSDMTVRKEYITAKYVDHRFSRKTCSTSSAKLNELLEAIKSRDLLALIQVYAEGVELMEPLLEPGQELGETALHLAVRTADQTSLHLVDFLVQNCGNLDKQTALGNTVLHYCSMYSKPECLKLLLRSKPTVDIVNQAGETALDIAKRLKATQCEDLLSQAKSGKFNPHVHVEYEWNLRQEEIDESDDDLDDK
KLK7 zymogen act: proKLK7 zymogen activators, primary screen, biochemical, fluorescence intensity | activation, % at 7 µM | 0.9% of 370,000 active | purified proKLK7, EDANS-DABCYL substrate fluorescence; 100% is mature enzyme control, 0% vehicle;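 active means activation above the mean of all tested compounds plus 3 SD, computed per campaign excluding outliers beyond control limits, cut at about 13% in these data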
UHRF1 binding: UHRF1 methylated DNA binding inhibitors, primary screen, counter-screen for MBD2 inhibitor project, biochemical, TR-FRET, human UHRF1, single concentration. E3 ubiquitin-protein ligase UHRF1 (Homo sapiens), Q96T88. UHRF1 binding to methylated oligo. inhibition, % at 4.4 µM. 0.75% of 370,000 active. AID 687016, 2013; in the data active means inhibition above about 21%;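 further: UHRF1 SRA domain binding a hemimethylated CpG hairpin DNA probe; 0% = median of test compound wells and 100% = reference inhibitor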
DDE Tn6 FP inh: inhibitors of Tn6 peptide binding to fibrin DD(E), primary screen, biochemical, fluorescence polarization, human fibrin, Tn6 probe. inhibition, % at 8.3 µM. 0.21% of 370,000 active. Fibrinogen beta chain (Homo sapiens), P02675. Fibrin DD(E) TRITC-Tn6 fluorescence polarization displacement. AID 720509, 2013;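 active means inhibition above a per-campaign cutoff: mean of compounds within control limits plus 3 SD, cut at about 15% in these data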;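 further: 0% = median of all compound wells on the plate and 100% = blocking peptide control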
Target sequence (P02675 whole entry, looked up): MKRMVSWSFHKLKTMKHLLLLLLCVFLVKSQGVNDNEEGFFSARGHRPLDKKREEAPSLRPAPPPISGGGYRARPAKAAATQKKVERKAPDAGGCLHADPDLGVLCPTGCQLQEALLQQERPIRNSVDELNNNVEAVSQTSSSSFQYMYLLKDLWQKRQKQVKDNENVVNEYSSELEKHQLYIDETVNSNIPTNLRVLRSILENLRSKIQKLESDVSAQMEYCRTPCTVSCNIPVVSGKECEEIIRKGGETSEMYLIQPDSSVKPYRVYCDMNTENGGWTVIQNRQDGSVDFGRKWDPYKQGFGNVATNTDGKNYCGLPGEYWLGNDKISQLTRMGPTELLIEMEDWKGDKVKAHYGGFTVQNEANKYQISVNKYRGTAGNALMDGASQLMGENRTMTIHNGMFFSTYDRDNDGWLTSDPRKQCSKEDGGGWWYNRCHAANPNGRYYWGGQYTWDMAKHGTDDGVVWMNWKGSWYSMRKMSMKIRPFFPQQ
PLC-gamma1 inh: PLC-gamma1 enzyme inhibitors, primary screen, biochemical, fluorescence, purified enzyme; 1-phosphatidylinositol 4,5-bisphosphate phosphodiesterase gamma-1 (Homo sapiens), P19174; fluorogenic substrate; inhibition, % at 12.2 µM; 0.84% of 370,000 active; AID 720700, 2013; in the data active means inhibition above about 9.5%
HGIII-sPLA2 inh: human group III sPLA2 inhibitors, primary screen, biochemical, QFRET, BODIPY PC-A2 liposome substrate; QFRET BODIPY PC-A2 liposome hydrolysis, fluorescence; inhibition, % at 12.2 µM; Group 3 secretory phospholipase A2 (Homo sapiens), Q9NZ20; 0.56% of 370,000 active; AID 743126, 2013;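 active means inhibition above mean plus 3 SD of compounds lying within the high and low control bounds, cut at about 19% in these data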;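 further: 0% = median of test compound wells and 100% = no enzyme DMSO wells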
Rev-erbA mod: modulators of Rev-erb alpha DNA binding, primary screen, biochemical, FITC-DNA, fluorescence polarization, uHTS; AID 1259318, 2017; Nuclear receptor subfamily 1 group D member 1 (Homo sapiens), P20393; activity, % at 10 µM; 0.79% of 370,000 active; Rev-erbα–FITC-DNA binding, 90 min;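 active means activity above about 14%, limit read from the data; passing the limit was not always enough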;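 further: 0% = DMSO wells with 35 nM protein and 100% = DMSO wells with 750 nM protein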
Tn7 DDE FP: inhibitors of Tn7 peptide binding to fibrin DD(E), primary screen, biochemical, fluorescence polarization, human fibrin, Tn7 probe | FP displacement of FITC-Tn7 peptide from fibrin DD(E); 0% = median of compound wells per plate | inhibition, % at 8.3 µM | 0.13% of 370,000 active | AID 720508, 2013;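 active means inhibition above the mean of compounds falling within the control limits plus 3 SD of them, cut at about 14% in these data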;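 further: 0% = plate median of compound wells and 100% = 10 µM Aha-Tn7 peptide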
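assay system = human clot-derived fibrin DD(E) complex | quantity = Fibrin-DD(E) at 2 µM final | timing = 10 min preincubation, 3 h with tracer, room temperature | signal = fluorescence polarization | measure = percent inhibition | benchmarks = high control wells with 10 µM unlabelled Aha-Tn7 peptide (full inhibition) | replicates = singlicate testing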
ARFGAP1 inh: inhibitors of rat ARFGAP1 GAP activity, primary screen, biochemical, fluorescence polarization, GDP tracer; ADP-ribosylation factor GTPase-activating protein 1 (Rattus norvegicus), Q62848; Arfgap1-stimulated ARF1 GTP hydrolysis, GDP FP detection; inhibition, % at 16.5 µM; 0.26% of 360,000 active; AID 651572, 2012;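 active means inhibition above a per-plate limit, mean inhibition of low control wells plus 3 SD, cut at about 25% in these data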;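 further: 0% = DMSO wells with enzyme and 100% = wells lacking Arfgap1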
Target sequence (Q62848 1-136 limits assumed): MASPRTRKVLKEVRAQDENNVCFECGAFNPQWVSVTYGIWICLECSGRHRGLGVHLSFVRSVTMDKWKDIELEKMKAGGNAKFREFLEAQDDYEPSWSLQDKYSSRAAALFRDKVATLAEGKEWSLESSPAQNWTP
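Material – truncated rat Arfgap1 GAP domain · Buffer or medium – HEPES-based buffer, pH 7.5 · Reagent – human ARF1(Δ1-17)-GTP substrate · Dosing – 16.5 µM single point, 1.26% DMSO · Schedule – GTP hydrolysis reaction 2 h at 25 °C · Technique – GDP detection by fluorescence polarization · Benchmarks – No-Arfgap1 wells (100%) versus DMSO full-reaction wells (0%) · Repeats – single replicate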
PLC-beta3 inh: human PLC-beta3 inhibitors, primary screen, biochemical, fluorescence; 1-phosphatidylinositol 4,5-bisphosphate phosphodiesterase beta-3 (Homo sapiens), Q01970; Purified PLC-beta3, fluorogenic substrate; inhibition, % at 12.2 µM; 0.18% of 370,000 active; AID 720704, 2013; in the data active means inhibition above about 11%;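 further: 0% = median of compound wells on plate and 100% = full blocker control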
Numbers without * were called inactive.

Every second line gives: ASAP1 inh, KLK7 zymogen act, UHRF1 binding, DDE Tn6 FP inh, PLC-gamma1 inh, HGIII-sPLA2 inh, Rev-erbA mod, Tn7 DDE FP, ARFGAP1 inh, PLC-beta3 inh
CC(=O)c1ccc(NC(=S)N2CC(C)CC(C)C2)cc1 (stereo not given)
    -6, 0.5, 0, 1, 2, -28, -5, -1, -19, 1
O=C(Nc1ccccc1)C(=O)c1cn(CC(=O)N2CCCCC2)c2ccccc12
    -9, 0.1, -1, -5, 0, -20, 3, 1, 5, 2
Cc1c(NC(=S)N/C(=N/S(=O)(=O)c2ccccc2)c2ccccc2)c(=O)n(-c2ccccc2)n1C
    -9, -0.3, 6, 3, 2, 2, -2, 7, -8, -34
CC(C)NC(=O)C1(C)CSCC(=O)N1Cc1cccc(F)c1 (stereo not given)
    -2, 0.6, 1, 0, 6, 2, -6, -1, -1, 2
CCc1ccc(N2CC(C(=O)Nc3ccc(S(=O)(=O)NCC4CCCO4)cc3)CC2=O)cc1 (stereo not given)
    -12, -0.5, 3, -6, 1, -24, -3, -3, 5, -4
COc1ccc(SC[C@H](C)CN2CC[C@H](C)CCC2=O)cc1
    -2, -0.1, 2, 7, 1, -6, 2, 3, -11, 2
N#Cc1ccc(OCC(=O)OCC(=O)Nc2sccc2C(N)=O)cc1
    -2, 0.0, -1, -10, 6, 9, 3, 2, -8, -2
COC(=O)c1c(NC(=O)c2ccoc2C)sc(C)c1C
    -8, 0.3, 0, -6, -1, 0, 11, 2, 5, -9
NSc1nc(N)c2nc(-c3ccccc3)c(-c3ccccc3)nc2n1
    -14, -0.3, -4, -4, -64, 0, 4, 2, -11, -76
Cc1ccc(C(c2ccc(C)c(C)c2)C(O)C2OC(=O)C(O)C2O)cc1C (stereo not given)
    -8, 0.3, 0, 0, 2, 6, -2, -2, 0, -2
COc1ccccc1N1C(=O)c2ccc(C(=O)Nc3ccc(C(=O)O)cc3)cc2C1=O
    -9, -0.5, 0, 6, 3, -2, 2, -6, 5, 0
COC(=O)CNC(=O)Cn1nc(C)c([N+](=O)[O-])c1C
    -2, -0.4, 2, -2, -1, 4, -1, 1, -3, -8
COc1cc(CN2CCN(c3cccc(C)c3C)CC2)cc(Br)c1O
    -11, 0.3, 2, 0, 3, -23, 1, -6, 1, 8
COc1cc(/C=N/NC(=O)c2ccncc2)cc(OC)c1OC
    -7, 1.1, -3, 7, -8, 0, 0, 3, 2, -11
CC(=O)N1CCN(C(=O)CCNS(=O)(=O)c2ccc(Br)cc2)CC1
    -10, 0.1, 0, 18*, 3, -6, 3, 0, -17, 0
CC(=O)Nc1ccc(S(=O)(=O)NCC2CCC(C(=O)NCCC3=CCCCC3)CC2)cc1 (stereo not given)
    0, 0.0, -1, 0, 1, -11, 2, 2, -4, 0
C/C(=N\NC(=O)c1cc(-c2cccc([N+](=O)[O-])c2)n[nH]1)c1ccc(F)cc1
    -9, -0.2, 0, -3, -1, -3, -10, 0, 13, -5
COCCCN(C(=O)Cc1coc2cc(C)c(C)cc12)c1c(N)n(Cc2ccccc2)c(=O)[nH]c1=O
    3, -0.3, -1, 3, 0, -6, -2, 3, 3, -9
CSCCC(NC(=O)c1ccccc1Cl)C(=O)OCC(=O)N1CCCC1=O (stereo not given)
    4, 0.3, 4, -6, -3, 8, -3, 4, 6, -9
CCCOc1ccc(C2C(=O)N(C3CCCCC3)CC(=O)N2CCCOCC)cc1OC (stereo not given)
    6, 0.3, 3, 9, 0, 1, -2, 1, -3, 3
Cc1ccccc1S(=O)(=O)Nc1nc2ccccc2nc1Cl
    0, 0.3, 1, -6, -3, -3, 5, -6, -21, -3
O=C(O)CCC(=O)N1CCc2cc(S(=O)(=O)N(CCc3ccccc3)Cc3ccccc3)ccc21
    -6, 0.5, 7, -5, 10*, -39, 0, 4, -8, 4
Cc1ccc(S(=O)(=O)N2CCOCC2)cc1NC(=O)COC(=O)c1ccco1
    -1, 0.6, -4, 5, 5, -3, -5, -4, 7, 5
O=C(CNC(=S)N(Cc1ccccc1)Cc1cccnc1)NCCc1ccccc1
    12, -0.1, 2, -3, 2, 2, 3, 8, -5, -3
CCOC(=O)CSc1nnc(CCCCCN2C(=O)c3cccc4cccc(c34)C2=O)o1
    -1, -0.7, 2, 1, -2, 7, 11, -4, -4, -2
CC(=O)NC(=S)Nc1ccccc1C(=O)Nc1ccccc1
    8, 6.6, -1, 6, -3, 9, 1, 8, -1, -4
COc1ccc(N(CC(=O)N2c3ccccc3CC2C)S(=O)(=O)c2c(C)noc2C)cc1 (stereo not given)
    -8, 0.4, -1, 11, 2, -6, 6, 4, -6, 1
Cc1cc(C)cc(C(=O)N2CCN(Cc3ccc4c(c3)OCO4)CC2)c1
    7, 0.6, 1, -9, 3, -4, -1, -6, -4, -5
COc1ccc(OCC(=O)Nc2cc(-c3nn(C)c(=O)c4ccccc34)ccc2N2CCOCC2)cc1
    12, 0.5, 0, 0, 1, -8, -3, -3, 2, -4
CC(C)(C)NC(=O)NC(=O)CN1CCN(S(=O)(=O)/C=C/c2ccccc2)CC1
    -5, 0.1, 0, 2, 2, -9, -2, 9, -1, 0
COc1cc(C(C)=O)ccc1Oc1ncnc2c1cnn2-c1ccc(C)c(C)c1
    -9, -0.2, 0, 3, 1, 3, 19, -1, 6, 2
Cn1c(N)c(S(=O)(=O)N2CCN(C(=O)c3ccco3)CC2)c(=O)n(C)c1=O
    4, 0.3, 0, 0, 1, 3, 8, -3, 10, 2
Cc1ccc(-c2cc(C(=O)Nc3cc(C)ccc3C)[nH]n2)c(O)c1
    -2, -0.8, 3, 0, 0, -3, -5, 7, 8, 2
Nc1nnn(CC(=O)N/N=C/c2ccncc2)n1
    4, -0.6, 1, 6, -2, 5, 1, 1, 8, -7
O=C(Nc1cccc(S(=O)(=O)N2CCCCC2)c1)c1cccs1
    1, 0.1, 6, 7, 7, -9, 3, -6, -5, -2
O=C(O)CSCC(=O)NCc1ccccc1
    -12, -0.1, -3, 1, -6, 2, 2, -4, -2, 2
O=C(/C=C/Nc1ccc(Br)cn1)c1cccc(OC(F)F)c1
    6, -37, 0, 2, -40, -15, -2, 5, 16, -67
COc1ccc(C(=O)NC(=S)NCCc2ccccc2)cc1
    3, -0.6, 5, 2, 0, -5, 3, -2, 10, -3
CCC1NC(=O)c2cccnc2-n2c1nc1ccc(F)cc1c2=O (stereo not given)
    2, 0.3, 1, 0, 3, 11, 4, 0, -1, 4
O=C(NCc1ccccc1)C1=C[C@@H](c2ccccc2)C[C@@H](OCCCCO)O1
    -3, -0.8, -1, -3, -2, 2, 3, 8, 0, -3
CCc1ccc(OCC(=O)N2c3ccccc3CCc3ccccc32)cc1
    1, 0.0, 0, -4, 6, -18, 0, 4, 3, 3
Cc1ccc(S(=O)(=O)N2CCOCC2)cc1C(=O)NCc1ccccn1
    -16, 0.0, 1, 1, 3, 13, 4, 8, -1, -4
COc1ccc(OC)c(Nc2nc(N)nc(-c3cc4ccccc4o3)n2)c1
    4, -0.2, 2, 5, 6, -2, 1, -5, 0, 6
O=C(OCC(=O)N1CCN(S(=O)(=O)c2ccc(Cl)cc2)CC1)C1CCC1
    5, 0.0, 2, -2, 4, 12, 2, 4, -3, 0
COc1ccc(C2C3=C(OC(C)=O)c4ccccc4C3=Nc3c2c(=O)n(C)c(=O)n3C)cc1 (stereo not given)
    3, -0.5, 1, -1, 0, -2, 4, -9, 4, -3
CCCC1(c2ccccc2)NC(=O)N(CC(=O)Nc2ccccc2C(F)(F)F)C1=O (stereo not given)
    12, -0.4, 1, 5, 2, 6, 0, 0, 15, -2
CCCCSc1nnc(-c2cc(Br)ccc2N)c(=O)[nH]1
    3, -0.3, 2, -4, 3, -4, 3, -3, -7, -3
COc1ccc(CCn2c(NCc3ccco3)nc3c2c(=O)[nH]c(=O)n3C)cc1
    2, -0.3, 1, 2, 2, 2, -2, 3, 6, 1
CC(C)C(C)NC(=O)COc1ccc(S(=O)(=O)N2CCOCC2)cc1Cl (stereo not given)
    0, 0.9, 4, -2, 0, 5, -3, 11, -5, 0
COc1ccc(CC(=O)OCC(=O)c2c[nH]c3ccccc23)cc1
    2, -0.6, -1, 2, -12, -20, -4, -5, 1, -20
O=C1C2C3C=CC(C2C(=O)N1c1nccs1)C1C(=O)N(c2nccs2)C(=O)C31 (stereo not given)
    -2, 0.5, -2, -1, 3, 11, 1, 7, -10, -2
CN(C)c1ccc(C(=O)N2CCCC2)cc1
    3, -0.7, 4, -10, 6, 10, 0, 5, 18, 5

Rewritten in markdown: entries from further up
| Molecule | ASAP1 inh | KLK7 zymogen act | UHRF1 binding | DDE Tn6 FP inh | PLC-gamma1 inh | HGIII-sPLA2 inh | Rev-erbA mod | Tn7 DDE FP | ARFGAP1 inh | PLC-beta3 inh |
| --- | --- | --- | --- | --- | --- | --- | --- | --- | --- | --- |
| COc1cc(C(C)=O)ccc1Oc1ncnc2c1cnn2-c1ccc(C)c(C)c1 | -9 | -0.2 | 0 | 3 | 1 | 3 | 19 | -1 | 6 | 2 |
| Cn1c(N)c(S(=O)(=O)N2CCN(C(=O)c3ccco3)CC2)c(=O)n(C)c1=O | 4 | 0.3 | 0 | 0 | 1 | 3 | 8 | -3 | 10 | 2 |
| Cc1ccc(-c2cc(C(=O)Nc3cc(C)ccc3C)[nH]n2)c(O)c1 | -2 | -0.8 | 3 | 0 | 0 | -3 | -5 | 7 | 8 | 2 |
| Nc1nnn(CC(=O)N/N=C/c2ccncc2)n1 | 4 | -0.6 | 1 | 6 | -2 | 5 | 1 | 1 | 8 | -7 |
| O=C(Nc1cccc(S(=O)(=O)N2CCCCC2)c1)c1cccs1 | 1 | 0.1 | 6 | 7 | 7 | -9 | 3 | -6 | -5 | -2 |
| O=C(O)CSCC(=O)NCc1ccccc1 | -12 | -0.1 | -3 | 1 | -6 | 2 | 2 | -4 | -2 | 2 |
| O=C(/C=C/Nc1ccc(Br)cn1)c1cccc(OC(F)F)c1 | 6 | -37 | 0 | 2 | -40 | -15 | -2 | 5 | 16 | -67 |
| COc1ccc(C(=O)NC(=S)NCCc2ccccc2)cc1 | 3 | -0.6 | 5 | 2 | 0 | -5 | 3 | -2 | 10 | -3 |
